Screening results from PubChem.
aSyn rescue: inhibitors of alpha-synuclein toxicity in yeast | Yeast expressing alpha-synuclein, growth rescue, BacTiter-Glo, 24 h | Potency, µM (titrated, usually from 46.1 µM), for the others: top-dose growth rescue (activation), usual class: activators | 370,000 tested, 0.14% active | AID 652106; note: % of control where 0% means no effect; nearly all actives have a fitted effect of over 65% in size
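Readout is rescue of growth in alpha-synuclein-expressing yeast, so inhibitors of toxicity appear as activators. Growth after 24 hr at 30 deg C in galactose medium is quantified by luminescence.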
EPAC1 antagonist: antagonists of human EPAC1; O95398; EPAC1 GEF assay, Rap1b-BODIPY-GDP exchange fluorescence; Potency, µM (series often up to 115 µM), without a hit: top-dose activity change, negative = inhibition, usual class: inhibitors; 360,000 tested, 0.14% active; AID 720709;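 note: plate controls were vehicle for no effect and positive control for full effect; nearly all actives have a fitted effect of over 50% in size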
Target sequence (O95398 whole entry, looked up): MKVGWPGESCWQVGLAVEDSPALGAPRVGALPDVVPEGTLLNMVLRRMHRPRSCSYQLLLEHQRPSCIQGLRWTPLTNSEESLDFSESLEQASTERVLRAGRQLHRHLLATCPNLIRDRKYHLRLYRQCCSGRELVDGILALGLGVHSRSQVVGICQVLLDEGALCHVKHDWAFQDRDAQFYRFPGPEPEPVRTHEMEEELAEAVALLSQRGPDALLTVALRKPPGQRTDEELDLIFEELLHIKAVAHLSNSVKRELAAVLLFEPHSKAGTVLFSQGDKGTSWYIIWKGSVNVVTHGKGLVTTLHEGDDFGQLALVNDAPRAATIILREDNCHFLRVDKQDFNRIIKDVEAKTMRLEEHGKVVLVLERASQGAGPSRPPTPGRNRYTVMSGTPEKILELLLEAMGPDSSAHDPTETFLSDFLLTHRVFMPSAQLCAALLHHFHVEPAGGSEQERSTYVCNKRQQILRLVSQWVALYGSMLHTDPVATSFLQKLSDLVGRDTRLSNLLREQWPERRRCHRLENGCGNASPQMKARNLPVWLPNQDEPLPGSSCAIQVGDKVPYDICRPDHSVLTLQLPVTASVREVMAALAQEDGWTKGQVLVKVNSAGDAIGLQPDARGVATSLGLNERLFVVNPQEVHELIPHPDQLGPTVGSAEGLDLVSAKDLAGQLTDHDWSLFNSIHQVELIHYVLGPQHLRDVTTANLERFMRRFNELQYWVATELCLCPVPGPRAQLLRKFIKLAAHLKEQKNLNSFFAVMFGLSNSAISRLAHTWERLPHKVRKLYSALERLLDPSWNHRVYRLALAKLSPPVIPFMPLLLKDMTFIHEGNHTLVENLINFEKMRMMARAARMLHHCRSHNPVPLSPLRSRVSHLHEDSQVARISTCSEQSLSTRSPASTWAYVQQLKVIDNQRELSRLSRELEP
TDP43 rescue: TDP-43 toxicity inhibition in yeast; TDP-43 expressing yeast growth rescue, BacTiter-Glo, 24 h; Potency, µM (doses to about 46.1 µM), for the others: at the highest dose growth rescue (activation), most hits filed as activators; 410,000 tested, 1.8% active; note: % of control where 0% means no effect; nearly all actives have a fitted effect of over 50% in size
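Yeast cells expressing TDP-43 under galactose induction are exposed to compounds for 24 hr at 30 deg C. BacTiter-Glo luminescence measures growth, so protective compounds score as activators.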
EPAC1 ag: EPAC1 (human) agonism | O95398 | EPAC1 agonist qHTS, biochemical assay; response scale: 100% = response to 6.5 mM cAMP | Potency, µM (highest dose often 154 µM), inactives show top-dose activation, usual class: activators | 360,000 tested, 0.073% active | AID 720707; note: nearly all actives have a fitted effect of over 60% in size
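Normalized to 6.5 mM cAMP, activity reflects EPAC1-catalysed release of BODIPY-GDP from Rap1B, followed kinetically over 30 min at 480 nm excitation, 540 nm emission. Reaction contained 100 nM EPAC1, 250 nM Rap1B-BODIPY-GDP, 50 uM GDP.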
PTHR1 agonist: PTHR1 (human) receptor agonism. Q03431. HEK293 GP2 PTHR1 cells, GloSensor cAMP luminescence, 1 h. Potency, µM (top dose mostly 115 µM), without a hit: at the highest dose activation, actives largely listed as activators. 410,000 tested, 0.075% active; note: nearly all actives have a fitted effect of over 55% in size; some results filed as inactive show a strong effect at the top dose; inactives centre near -15; many of its hits are not listed in these tables
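HEK-293-derived GP2 cells expressing PTHR1 and a GloSensor cAMP reporter, 3,000/well, plated overnight, given luciferin plus IBMX (each 0.5 mM as added) for 1 h at 37 °C, then compound for 1 h at 37 °C. Luminescence was read after 15 min at room temperature.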
EPAC2 antag: EPAC2 (human) antagonism; Q8WZA2; EPAC2 GEF exchange of Rap1B-BODIPY-GDP, fluorescence; Potency, µM (doses to about 114 µM), for inactives: top-dose activity, negative = inhibition, hits mostly inhibitors; 360,000 tested, 0.18% active; AID 720708; note: % is set by controls: 0 for no effect and ±100 for the full control effect; nearly all actives have a fitted effect of over 45% in size; many of its hits are not listed in these tables
EPAC2 ag: activates human EPAC2 exchange factor. EPAC2 activation, biochemical qHTS; response scale: 100% = 6.5 mM cAMP response. 360,000 tested, 0.079% active. Potency, µM (top dose mostly 154 µM), for inactives: at the top dose activation, hits mostly activators. Q8WZA2; note: nearly all actives have a fitted effect of over 50% in size
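Fluorescence exchange assay: 100 nM EPAC2 with 250 nM RAP1B-BODIPY-GDP and 50 uM GDP; compounds tested as a concentration-titration series (qHTS). Loss of Rap1-bound BODIPY-GDP fluorescence read at 480/540 nm; data normalized to 6.5 mM cAMP.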
FUS suppressor: suppressors of FUS proteinopathy in yeast; 390,000 tested, 0.24% active; Potency, µM (doses to about 76.6 µM), without a hit: top-dose growth rescue (activation), actives largely listed as activators; S. cerevisiae FUS-expressing, growth rescue, OD600, 24 h;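 note: plate controls were DMSO vehicle for no effect and reference control for full effect; nearly all actives have a fitted effect of over 55% in size; some results filed as inactive show a strong effect at the top dose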
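Restored growth of FUS-toxic S. cerevisiae, read as 600 nm absorbance after 24 h at 30C in galactose medium (starting OD 0.005). Controls CP55940 and DMSO.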
* hit, by the source's call; i = inactive; ? = inconclusive; . = not tested or not shown; [ ] = another dose, or the depositor's remark. Calls come from the whole dose curve; as a rule, active = well fitted curve in the direction sought with a large enough effect; inconclusive = small, poorly fitted or top-dose-only effect, or another doubt; inactive = no such curve, though single readings can be large; an effect the other way counts as inactive or inconclusive. Potency is the fitted concentration of half-maximal effect. This is a subset, so the mix of outcomes need not match the whole.

SMILES	aSyn rescue	EPAC1 antagonist	TDP43 rescue	EPAC1 ag	PTHR1 agonist	EPAC2 antag	EPAC2 ag	FUS suppressor
FC(F)(F)c1ccc(C2[C@H]3CN(Cc4ccc(-c5ccccc5)cc4)[C@H](c4ccccc4)C34CC2(c2ccccc2)C4)cc1 (some centres not stated)	7%	0%	?	-12%	i	5%	-1%	12%
Cc1ccn2c(-c3csc(NCc4ccco4)n3)c(C)nc2c1	-4%	-8%	-16%	8%	-24%	-3%	4%	26%
COc1ccc2c(c1)SC1=NCCS(=O)(=O)N12	-1%	1%	-18%	-1%	i	3%	-2%	22%
COc1ccc(N(CC(=O)NN=C2CCCC2)S(=O)(=O)c2ccccc2)cc1	1%	15%	-15%	0%	-12%[57.5 µM]	14%	8%	5%
Cc1ccc(C)c(NC(=O)CN(C)C(=O)C2=NNC(=O)CC2)c1	6%	-8%	15%	8%	-16%	2%	4%	-28%
O=C(COC(=O)CNC(=O)c1ccc(Cl)cc1)Nc1ncc(C(F)(F)F)cc1Cl	-8%	0%	-11%	4%	i	-5%	-1%	15%
Cc1ccc(Nc2ncc3c(n2)CC(C)(C)CC3=O)cc1	3%	-6%	12%	1%	-40%[inhibitor]	-23%	6%	28%
O=C(Nc1cccc([N+](=O)[O-])c1)c1ccc2c(c1)OCCO2	-2%	-23%	?	-4%	-24%	-11%	-2%	.
Cc1cc(C)c2c(CN3CCN(C/C=C/c4ccccc4)CC3)cc(=O)oc2c1	3%	-21%	1%	16%	-13%[57.5 µM]	-3%	6%	?
COC(=O)c1c(NC(=O)c2cccnc2Cl)sc(C(=O)N(C)C)c1C	1%	4%	3%	-2%	-13%	12%	5%	.
CCN(CC(=O)Nc1cc(Cl)ccc1C)C(=O)CN1C(=O)NC(CC)(c2ccccc2)C1=O (configuration not stated)	7%	11%	22%	-10%	-7%	0%	2%	7%
N/C(Cc1cccs1)=N\OC(=O)COc1ccc(Br)cc1	8%	-6%	?	8%	-35%[inhibitor]	-4%	14%	.
O=C(CCC(=O)N(CC(=O)NC1CCCC1)Cc1ccccc1Cl)Nc1nccs1	-2%	16%	-16%	8%	-6%	-3%	7%	7%
CC(C)N1C(=O)CCC1C(=O)NCc1ccco1 (configuration not stated)	3%	-1%	8%	-6%	-3%	2%	-2%	6%
Cn1c(CN2CCOCC2)nc2cc(NC(=O)c3ccccc3Cl)ccc21	-3%	2%	-15%	-6%	i	12%	-2%	10%

Some of the entries above, set out differently.
O=C(Nc1cccc([N+](=O)[O-])c1)c1ccc2c(c1)OCCO2
- aSyn rescue = -2%
- EPAC1 antagonist = -23%
- TDP43 rescue = ?
- EPAC1 ag = -4%
- PTHR1 agonist = -24%
- EPAC2 antag = -11%
- EPAC2 ag = -2%
- FUS suppressor = .

N/C(Cc1cccs1)=N\OC(=O)COc1ccc(Br)cc1
- aSyn rescue = 8%
- EPAC1 antagonist = -6%
- TDP43 rescue = ?
- EPAC1 ag = 8%
- PTHR1 agonist = -35%[inhibitor]
- EPAC2 antag = -4%
- EPAC2 ag = 14%
- FUS suppressor = .

O=C(COC(=O)CNC(=O)c1ccc(Cl)cc1)Nc1ncc(C(F)(F)F)cc1Cl
- aSyn rescue = -8%
- EPAC1 antagonist = 0%
- TDP43 rescue = -11%
- EPAC1 ag = 4%
- PTHR1 agonist = i
- EPAC2 antag = -5%
- EPAC2 ag = -1%
- FUS suppressor = 15%

(more compounds)
SMILES	aSyn rescue	EPAC1 antagonist	TDP43 rescue	EPAC1 ag	PTHR1 agonist	EPAC2 antag	EPAC2 ag	FUS suppressor
O=C(c1ccc(Cl)cc1)C(CN1CCCC1)c1ccccc1 (configuration not stated)	1%	?	?	-10%	-38%[inhibitor]	6%	5%	-18%
COc1cc(SC)ccc1C(=O)NNC(=O)C1COc2ccccc2O1 (configuration not stated)	0%	-1%	10%	-2%	i	-3%	-1%	-4%
N#CCCn1cnc2ccccc21	-1%	10%	-12%	-3%	i	10%	6%	-8%
COc1cccc(OC)c1C(=O)NCc1ccco1	4%	0%	9%	10%	-18%	-1%	9%	-28%
Cc1cc(C)n(-c2ccc(C(=O)OCC(=O)N(CC(C)C)C3CCS(=O)(=O)C3)cc2)n1 (configuration not stated)	6%	0%	25%	5%	i	8%	0%	19%
O=C(Nc1ccc(F)c(Cl)c1)c1cc(C2CCCCN2C(=O)c2cccs2)on1 (configuration not stated)	11%	-9%	-2%	3%	-53%[inhibitor]	7%	22%	?
CSCC[C@H](NC(=O)Nc1ccccc1C)C(=O)O	8%	-4%	-32%[inhibitor]	-2%	-63%[inhibitor]	2%	-8%	10%
NNC(=O)c1cc2c(ccc3ccccc32)o1	-3%	-16%	?	3%	?	1%	19%	38%
FC(F)(F)C(F)(F)c1nc2nc(Cl)c(Cl)nc2[nH]1	-3%	0%	12%	6%	i	-26%	3%	1%
Cc1nn(Cc2ccccc2)c(N)c1-c1ccccc1	-11%	-5%	5%	4%	-1%	8%	3%	-4%
Cn1c(CNC(=O)c2ccccc2F)nnc1SCC(=O)N1CCN(c2ccccc2)CC1	0%	-27%	-22%	-2%	9%	-11%	4%	7%
COc1ccc(CNC(=O)N2CCN(c3ccccc3)CC2)cc1	6%	5%	1%	6%	-1%	13%	1%	-28%
Cc1cc(C)c(C)c(S(=O)(=O)N2CCC(C(=O)NCc3ccco3)CC2)c1C	21%	-6%	?	1%	-8%	-18%	2%	34%
Cc1ccc(OC(C)C(=O)N2CCN(c3ccccn3)CC2)cc1 (configuration not stated)	0%	?	-6%	-4%	-17%	2%	5%	20%
O=C(Nc1ccc(-c2csnn2)cc1)C1CC1	4%	7%	18%	2%	i	1%	-1%	-3%

Further compounds follow.
SMILES	aSyn rescue	EPAC1 antagonist	TDP43 rescue	EPAC1 ag	PTHR1 agonist	EPAC2 antag	EPAC2 ag	FUS suppressor
CC1(C)CCc2c([nH]c3ccccc3c2=O)O1	0%	-9%	-13%	-20%	-9%	6%	5%	-10%
Cc1ccc(C(c2c(NC(=O)c3ccco3)sc(C)c2C)N2CCOCC2)cc1 (configuration not stated)	-4%	-10%	-7%	-6%	-65%[inhibitor]	-15%	1%	-33%
COc1cccc(N2C(C(C)=O)=NN(c3ccccc3)C2c2ccc(N3CCOCC3)cc2)c1 (configuration not stated)	-4%	2%	-25%	12%	-19%	-3%	6%	.
CCOC(=O)N1CCN(C(=S)NC(=O)c2ccc(F)c(F)c2)CC1	-2%	3%	-9%[9.22 µM]	1%	i	15%	-3%	5%
CCN(CC)CCCNC(=O)C1CCN(c2ncnc3c2sc2cccc(F)c23)CC1	0%	-3%	-7%	4%	i	-10%	3%	25%
O=C(CNC(=O)c1ccc(Br)cc1)NCCc1nc2ccccc2[nH]1	2%	-3%	-12%	-1%	i	2%	-3%	8%
COc1ccc(Cl)cc1NC(=O)CN1CCC(n2nnc3cc(F)ccc32)CC1	1%	3%	24%	4%	i	-3%	-12%	-22%
C=CCn1c(N2CCCC2)nc2c1c(=O)[nH]c(=O)n2C	3%	4%	-5%	7%	i	-1%	7%	3%
COc1cc(CNCc2cccs2)ccc1OCC(=O)NC(C)(C)C	-4%	10%	-20%	3%	-22%[57.5 µM]	2%	9%	36%
CC1CCCC(NC(=O)c2cccs2)C1C (configuration not stated)	-4%	-13%	17%	9%	i	1%	5%	-8%
Cn1c(C(=O)OC(C(=O)NC2CCCC2)c2ccncc2)cc2sccc21 (configuration not stated)	3%	-2%	-23%	-4%	-8%[57.5 µM]	-3%	1%	-9%
Cc1ccc(C)c(N(CC(=O)NC2CCCC2)C(=O)c2cc3cc4cc(C)ccc4nc3s2)c1	-10%	2%	-3%	-2%	i	-3%	-2%	-20%
Cc1cccc(OC(=O)c2cncc(Br)c2)c1	2%	-6%	0%	0%	-18%	-9%	5%	7%
O=C(OCc1ccccc1)N1CCC2CC1c1cc(NCCc3ccccc3)ccc12 (configuration not stated)	1%	-5%	23%	6%	i	5%	15%	9%
C/C(=N/NC(=O)c1cccs1)c1c(C)[nH]n(-c2nc3ccccc3s2)c1=O	-70%[inhibitor]	-27%	-57%[inhibitor]	7%	-88%[inhibitor]	17%	11%	?

(continued)
SMILES	aSyn rescue	EPAC1 antagonist	TDP43 rescue	EPAC1 ag	PTHR1 agonist	EPAC2 antag	EPAC2 ag	FUS suppressor
CCN(CC(=O)Nc1ccc(C(=O)OC)cc1)Cc1ccccc1	-8%	-3%	2%	9%	-22%	-6%	7%	-32%
CC(=O)Nc1cc(-c2nn(C)c(=O)c3ccccc23)ccc1N1CCOCC1	1%	-6%	10%	-6%	i	14%	-5%	7%
C/C(=N\NC(=O)c1ccccc1C)c1cccnc1	-2%	9%	-7%	-11%	-21%	3%	0%	-32%
COCCN1CCn2c(nc3cc(NC(C)=O)ccc32)C1	1%	6%	15%	11%	-1%	-3%	1%	-22%
Cc1ccccc1NC(=O)C1CCCN(S(=O)(=O)c2c(C)noc2C)C1 (configuration not stated)	-4%	6%	-4%	-5%	i	12%	6%	10%
CCN1CCN(c2nc3c(c(=O)[nH]c(=O)n3C)n2Cc2ccccc2F)CC1	0%	-3%	5%	-3%	10%	?	5%	-32%
CCc1nnc(NC(=O)CSCc2cc(=O)n3nc(C(C)C)sc3n2)s1	2%	-2%	9%	-1%	i	-3%	-2%	35%
Cc1cccc2c1c(N=NC(N)=S)c(O)n2C1OC(CO)C(O)C(O)C1O (configuration not stated)	-6%	2%	4%	-15%	-12%	2%	3%	-17%
CCN(c1ccccc1)S(=O)(=O)c1cccc(C(=O)NCC(c2cccs2)N(C)C)c1 (configuration not stated)	9%	-24%	0%	6%	i	4%	1%	-3%
COc1ccc(OCC(O)CNC(=O)Nc2cccc3ccccc23)cc1 (configuration not stated)	1%	-6%	-3%	6%	i	-7%	7%	13%
CSc1ncccc1C(=O)OCC(=O)N1CCOCC1	-5%	2%	-29%	3%	i	-2%	-4%	-10%
CCOC(=O)C1C(=O)NC(N2CCCCC2)=NC1c1ccccc1 (configuration not stated)	.	-1%	5%	-6%	7%	14%	5%	12%
Cc1cc(C(c2nnnn2Cc2ccccc2)N2CCOCC2)c(C)n1-c1ccc2c(c1)OCO2 (configuration not stated)	2%	-3%	-15%	10%	-2%	2%	18%	39%
